MKP-1 inh: MKP-1 phosphatase inhibitors, primary screen, biochemical, in vitro; Dual specificity protein phosphatase 1 (Homo sapiens), P28562; recombinant MKP-1, OMFP hydrolysis fluorescence; inhibition, %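 (compounds tested at a single concentration somewhere between 10 and 100 µM)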; actives 0.15% (n = 65,000); AID 374, 2006;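 active = inhibition above about 50%, limit read from the data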;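 note: 0% = DMSO max control wells and 100% = wells with enzyme stopped by NaOH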
Target sequence (P28562 whole entry, looked up): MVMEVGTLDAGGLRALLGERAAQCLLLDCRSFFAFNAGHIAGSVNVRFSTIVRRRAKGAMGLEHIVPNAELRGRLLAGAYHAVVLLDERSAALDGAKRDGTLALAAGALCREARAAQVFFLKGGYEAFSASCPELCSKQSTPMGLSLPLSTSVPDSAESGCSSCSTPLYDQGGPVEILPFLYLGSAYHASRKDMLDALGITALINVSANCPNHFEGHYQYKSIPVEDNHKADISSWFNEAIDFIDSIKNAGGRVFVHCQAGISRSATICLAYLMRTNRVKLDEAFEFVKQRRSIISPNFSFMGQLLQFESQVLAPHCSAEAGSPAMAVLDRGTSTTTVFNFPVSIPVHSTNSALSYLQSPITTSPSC
ROCK2 blocker: inhibitors of human ROCK2 kinase, primary screen, biochemical, high-throughput, luminescence; Rho-associated protein kinase 2 (Homo sapiens), O75116; purified ROCK2, Kinase-Glo ATP depletion luminescence; inhibition, % at 6 µM; actives 0.35% (n = 60,000);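 active = inhibition above the screen-wide mean inhibition plus 3 SD, cut at about 18% in these data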;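 note: plate controls were DMSO wells for no effect and Y-27632 control wells after no-enzyme background subtraction for full effect; many of its hits are not listed in these tables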
TNAP act DEA: human TNAP enzyme activators, primary screen, biochemical, luminescent, intermediate phosphate acceptor level; 64,000 tested, under 10 active; Alkaline phosphatase, tissue-nonspecific isozyme (Homo sapiens), P05186; activation factor at 20 µM; purified TNAP, CDP-star luminescence, 100 mM DEA, 30 min; active compounds read high; scale: 0 levamisole-inhibited, 1 vehicle-only enzyme;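 active = activation factor of at least 2 at 20 µM, relative to controls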
MMP13 inh: human MMP13 inhibitors, primary screen, biochemical, FRET peptide cleavage. Collagenase 3 (Homo sapiens), P45452. MMP-13 fTHP FRET cleavage, Mca fluorescence. inhibition, % at 4 µM. actives 0.07% (n = 65,000);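 active = inhibition above the mean of compound-free control plate wells plus 3 SD, cut at about 14% in these data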;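 note: 0% = DMSO wells and 100% = wells with reference MMP-13 inhibitor after basal subtraction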
HEK293 NFkB inh: inhibitors of PMA/ionomycin-induced NF-kB reporter, primary screen, antigen receptor NF-kB inhibitor project, cell-based, HEK-293 luciferase reporter, luminescence; inhibition, % at 3 µM; AID 465, 2006; actives 0.21% (n = 62,000); HEK-293 NF-kB luciferase reporter;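 active = inhibition above the mean of all tested compounds plus 3 SD, cut at about 40% in these data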;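 note: 0% = stimulated DMSO wells and 100% = 10 µM reference inhibitor 5653914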
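Material: HEK-293 cells with stable firefly luciferase reporter driven by four HIV NF-kB elements / Also added: PMA plus ionomycin mix as NF-kB-activating stimulus / Compound dosing: 3 µM once, 0.30% DMSO / Times: 1 h pretreatment, 16 h stimulation, 37 °C / Signal: luminescence / Evaluation: per-plate % inhibition versus controls / Benchmarks: DMSO and 10 µM reference inhibitor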
Cdc25B block: inhibitors of Cdc25B phosphatase catalytic domain, primary screen, biochemical, OMFP fluorescence; actives 0.1% (n = 65,000); inhibition, %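 (compounds tested at 10 µM final in the well)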; recombinant Cdc25B, OMFP fluorescence Ex485/Em525; M-phase inducer phosphatase 2 (Homo sapiens), P30305; in the data active = inhibition above about 50%
Target sequence (P30305 whole entry, looked up, the tested form may be a part): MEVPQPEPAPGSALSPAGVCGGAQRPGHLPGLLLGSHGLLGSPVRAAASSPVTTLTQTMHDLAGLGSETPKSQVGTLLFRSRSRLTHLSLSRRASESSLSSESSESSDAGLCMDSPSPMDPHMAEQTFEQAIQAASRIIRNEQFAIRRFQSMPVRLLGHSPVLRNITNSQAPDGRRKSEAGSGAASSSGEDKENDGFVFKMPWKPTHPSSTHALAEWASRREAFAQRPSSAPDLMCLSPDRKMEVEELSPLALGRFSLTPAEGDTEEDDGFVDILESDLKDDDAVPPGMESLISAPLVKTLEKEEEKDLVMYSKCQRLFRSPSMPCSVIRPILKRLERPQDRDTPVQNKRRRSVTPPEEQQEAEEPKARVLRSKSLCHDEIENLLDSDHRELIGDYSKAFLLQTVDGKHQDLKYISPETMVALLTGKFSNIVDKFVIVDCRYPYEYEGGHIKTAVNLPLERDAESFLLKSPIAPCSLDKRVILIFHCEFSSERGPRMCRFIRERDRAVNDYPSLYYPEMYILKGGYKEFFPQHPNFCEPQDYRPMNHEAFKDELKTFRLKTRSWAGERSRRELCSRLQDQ
Jurkat viability: cytotoxicity toward Jurkat T cells, primary screen, cytotoxicity control, cell-based, Jurkat E6.1, 60K MLSMR library; Jurkat E6.1 viability, ATP luminescence, 48 h; inhibition, % at 4 µM; actives 1.2% (n = 56,000); AID 463, 2006;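 active = inhibition above the mean inhibition of all tested compounds plus 3 SD, cut at about 28% in these data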
JNK3 blocker: JNK3 kinase activity inhibitors, primary screen, biochemical, human, purified enzyme; Mitogen-activated protein kinase 10 (Homo sapiens), P53779; HTS; inhibition, % at 8 µM; actives 0.61% (n = 60,000); AID 746, 2007; in the data active = inhibition above about 17%;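 note: 0% = DMSO and 100% = reference inhibitor; many of its hits are not listed in these tables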
PKA kinase inh: inhibitors of human PKA kinase activity, primary screen, biochemical, ATP-depletion luminescence, Kemptide substrate; PKA Kemptide phosphorylation, Kinase-Glo ATP luminescence; inhibition, % at 6 µM; actives 0.1% (n = 65,000);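 active = inhibition above the screen-wide mean inhibition plus 3 SD, cut at about 21% in these data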; note: many of its hits are not listed in these tables
The depositor's hits bear a star; . = no result given; [ ] = remark or other dose.

SMILES	ROCK2 blocker	HEK293 NFkB inh	Cdc25B block	TNAP act DEA	JNK3 blocker	Jurkat viability	MKP-1 inh	MMP13 inh	PKA kinase inh
Cc1cccc(NC(=O)CSc2nnc(-c3ccc(S(=O)(=O)N4CCCC4)cc3)o2)c1	4.0	17.9	4.4	0.9	2.4	-0.1	-36.1	3.3	6.0
COc1ccc(C2C(C(=O)NCCN3CCOCC3)c3ccccc3C(=O)N2C2CCCCC2)cc1 (configuration not stated)	1.1	33.8	-6.6	0.9	-3.0	3.7	16.4	-0.9	3.5
Cc1ccc(-c2cc(C(=O)NCc3cccnc3)no2)cc1	3.2	-15.0	-6.9	1	-0.1	-2.8	18.6	6.9	4.9
Cc1nnc(SCc2ccc(Cl)cc2Cl)[nH]c1=O	0.6	6.1	-3.1	1	8.2	3.4	10.4	3.0	8.9
Cn1nnnc1SCC(=O)N1CCc2ccccc2C1	4.3	5.6	-1.7	0.9	4.1	-3.2	12.4	-6.2	8.5
COc1ccc(NC(C)=O)cc1NC(=O)CSc1nnc(-c2ccncc2)n1C	.	25.9	-12.3	0.9	.	.	1.1	0.9	-4.5
CCOc1cc(-c2noc(-c3ccncc3)n2)cc(Br)c1OC	9.0	19.8	-11.4	1	-0.9	-4.8	-10.4	0.0	10.3
CCn1cc(Br)c(C(=O)Nc2ccc(OC)cc2)n1	-2.7	11.5	-5.5	0.9	-6.9	3.3	-0.4	2.3	-5.0
CC1(C)COCN1S(=O)(=O)c1ccc(C(=O)Nc2nnc(-c3ccc(Cl)s3)o2)cc1	-0.7	38.6	-0.7	0.8	2.3	16.6	11.6	-3.0	1.4
COCCCNC(=O)CN(C1CCCCC1)S(=O)(=O)c1ccc(C)cc1	5.5	8.8	-19.4	1.1	-1.5	3.0	6.2	2.8	4.8
COc1cccc(C(=O)Nc2ccc(-c3nnc(-c4ccco4)o3)cc2)c1	0.3	.	11.2	0.9	-6.3	.	7.2	-1.1	8.5
O=c1cc(CO)oc(C(Nc2ccccn2)c2ccc(C(F)(F)F)cc2)c1O (configuration not stated)	1.3	3.4	-17.4	0.9	2.4	-6.3	3.0	-6.1	5.3
CN1CCCN(C(=O)Cc2c(Cl)cccc2Cl)c2nc3ccccc3nc21	-1.4	12.5	-1.3	1	-3.0	6.2	21.4	-21.4	-2.8
COc1ccccc1-n1c(N)c(C(=O)NCC2CCCO2)c2nc3ccccc3nc21 (configuration not stated)	0.2	.	21.4	1	6.4	.	-20.9	-288.9[fluorescence artefact?]	-4.4
Cc1ccc(-n2c(SCc3cc(=O)n4ccsc4n3)nnc2-c2cccnc2)c(C)c1	-1.9	17.5	-10.1	1	-6.1	11.0	24.6	-0.7	5.7
CCc1nnc(NC(=O)c2ccc(S(=O)(=O)NCC(C)C)cc2)s1	9.2	0.2	-13.8	0.9	2.0	-6.5	-2.6	-48.3	9.1
COCCNC(=O)c1cc(-c2ccccc2OC)on1	0.4	12.7	-18.4	1	6.7	28.6	-0.8	-5.7	6.4
Cc1ccc2oc(-c3ccccc3C(=O)O)cc(=O)c2c1	4.2	14.2	-1.1	0.9	-4.6	-4.1	-5.6	-5.6	7.6
CC(=O)OCCNC(=O)Cn1cnc2c1c(=O)n(C)c(=O)n2C	6.4	-2.0	-0.8	1	0.3	-3.7	30.5	-0.5	7.9
CC(C)(C)C1CCc2c(sc(N)c2C(N)=O)C1 (configuration not stated)	5.5	2.4	8.2	0.9	3.8	20.2	4.7	0.2	2.2
O=C(Nc1nnc(C2CCCC2)s1)C1CCN(S(=O)(=O)c2ccc(Cl)cc2)CC1	0.1	4.0	-4.1	0.9	-1.8	0.7	-10.6	1.1	0.8
CCOc1ccccc1C(=O)NCC(=O)OCC(=O)N1C(C)CCCC1C (configuration not stated)	3.2	18.2	-7.1	0.9	-3.2	-2.8	8.4	2.4	2.5
CC(C)NC(=O)CSc1nnc2sc3ccccc3n12	1.6	8.4	-7.4	0.9	-11.4	1.8	-2.2	2.5	1.8
CC12CCCCC1(O)[N+](=O)C1=C(CCCC1)N2[O-] (configuration not stated)	3.8	11.4	0.3	0.9	6.5	1.6	5.5	-1.4	3.5
Cc1oc(-c2ccc(Cl)cc2)[n+]([O-])c1C	2.8	19.3	17.9	0.9	-5.9	2.0	-6.1	2.3	-2.9

The last 3 entries of the section before open the next one:
SMILES	ROCK2 blocker	HEK293 NFkB inh	Cdc25B block	TNAP act DEA	JNK3 blocker	Jurkat viability	MKP-1 inh	MMP13 inh	PKA kinase inh
CC(C)NC(=O)CSc1nnc2sc3ccccc3n12	1.6	8.4	-7.4	0.9	-11.4	1.8	-2.2	2.5	1.8
CC12CCCCC1(O)[N+](=O)C1=C(CCCC1)N2[O-] (configuration not stated)	3.8	11.4	0.3	0.9	6.5	1.6	5.5	-1.4	3.5
Cc1oc(-c2ccc(Cl)cc2)[n+]([O-])c1C	2.8	19.3	17.9	0.9	-5.9	2.0	-6.1	2.3	-2.9
CCN1C(=O)C(CC(=O)NCc2ccc(Cl)cc2)N(CC)C1=O (configuration not stated)	0.8	14.2	-0.5	1	-0.4	-0.1	2.9	4.7	-0.6
COc1cc2c(cc1OC)-c1cc(NC3CCCCCC3)nc(=O)n1CC2	-0.3	7.3	6.7	0.9	5.7	-4.8	-7.2	-17.2	3.5
Cc1csc2nc(CSc3ccc(Cl)cc3)cn12	4.4	-26.0	3.7	0.8	3.7	-4.6	-10.8	-2.3	7.8
COc1ccc(N2Cc3cccc(C(=O)N4CCN(C(=O)c5ccco5)CC4)c3C2=O)cc1	1.5	3.8	-3.6	0.9	5.4	-1.5	23.3	-1.4	6.6
COc1ccc(C(=O)NCc2cn3ccsc3n2)cc1OC	7.2	3.1	-13.7	0.9	7.2	-1.6	-7.1	4.9	8.7
Clc1ccccc1-c1nn2c(-c3ccccn3)nnc2s1	3.5	.	6.4	0.9	-1.8	.	-13.7	-2.3	2.8
CC1CCN(C(=O)C2CCN(C(=O)c3cc4sccc4n3Cc3ccc(F)cc3)CC2)CC1	2.7	7.8	-17.6	1	4.6	3.4	34.6	-0.2	3.0
O=C(NCC(c1cccnc1)N1CCN(c2ccccc2F)CC1)c1cccc(Cl)c1 (configuration not stated)	.	23.6	-4.8	0.9	.	.	-6.4	5.0	-1.5
COc1cc(C)nc(Oc2ccc(OCCOc3ccc(C)cc3)nn2)n1	13.1	.	14.9	1	0.9	.	-25.6	0.8	4.8
CCN(CC)CCCNC(=O)Cn1ncc2c(=O)oc3ccc(C)cc3c21	6.9	-1.6	-7.8	1	0.5	-6.5	4.7	-2.5	7.5
CCOC(=O)N1CCN(C(=O)c2ccc3c(c2)sc2nc(-c4ccccc4)cn23)CC1	2.4	-20.0	-8.1	0.9	3.5	10.8	28.4	-6.1	10.2
O=C(CC1OC(=O)c2ccccc21)NC1CCCCC1 (configuration not stated)	0.3	18.9	5.7	0.9	6.2	5.9	-6.5	-1.5	0.1
O=C(c1ccccc1)N1CCCOC1c1ccccc1 (configuration not stated)	7.0	8.2	-1.2	0.9	3.8	-6.4	22.4	-2.4	3.2
COc1cccc(C2C(C(N)=O)=C(C)Nc3nc(CCCO)nn32)c1OC (configuration not stated)	-0.5	4.2	-11.6	0.8	2.0	0.3	-0.7	2.1	10.0
O=S1(=O)CCC(NCC2CCCO2)C1 (configuration not stated)	1.2	13.1	3.1	1	1.3	-6.2	-2.6	0.1	3.3
O=C(c1cc2c(=O)oc3ccccc3c2s1)N1CCOCC1	3.2	16.5	-16.6	1	2.8	-1.3	-3.3	3.8	6.9
O=C(COC(=O)C1(c2ccccc2)CC1)N1CCN(c2ccc(F)cc2)CC1	4.3	-1.9	-26.2	0.9	-6.1	0.6	1.8	1.9	11.0
O=C(NCc1cccs1)C1CCN(c2nc3ccccc3o2)CC1	4.6	10.5	-4.9	0.9	-0.4	0.9	6.7	-2.0	8.3
O=C(O)C1CCCCC1C(=O)Nc1cnn(Cc2ccccc2)c1 (configuration not stated)	-2.6	15.8	-1.8	0.8	-4.7	0.3	30.1	3.2	-3.0
O=C(NCc1cn2ccsc2n1)Nc1cccc(Cl)c1	1.7	-0.2	-5.6	0.9	2.5	-6.6	-8.7	-1.2	6.8
CC(=O)Nc1ccc(NC(=O)c2ccccc2N(C)S(C)(=O)=O)cc1	-0.3	7.4	-3.9	0.8	-7.2	-7.2	-5.1	3.0	-1.6
C=CCn1c(SCc2csc(C)n2)nc2sc3c(c2c1=O)CCCCC3	-2.0	2.5	1.8	0.9	-4.8	3.0	11.1	0.6	-0.7
O=C(NCc1ccccc1)c1cccc(NC(=O)c2ccco2)c1	.	29.1	.	1	.	.	.	4.8	-0.6
O=C(c1ccccc1)N(CCN1CCOCC1)C1(C(=O)Nc2ccccc2)CCCCC1	-6.3	14.5	-14.1	1	1.5	4.6	6.0	-2.2	5.0
CCC(=O)n1nc(-c2ccccc2)nc1NCc1ccccc1	1.0	-9.2	-7.4	0.9	-2.8	8.1	-7.3	2.1	6.6
Cc1ccc(NC(=O)C(C)N2C(=O)C3CC=C(Cl)CC3C2=O)cc1 (configuration not stated)	-4.9	13.9	-3.8	1	-4.4	6.6	30.7	-1.5	-3.1
COC(=O)c1nnn(-c2ccccc2)c1N	2.8	13.8	-11.7	0.8	2.4	-5.3	-12.6	2.8	5.7
Cc1cc(NC(=O)CCCC(=O)N(CC(=O)NC2CCCCC2)c2ccccc2)no1	8.5	-1.9	-1.4	1	3.3	-7.4	-19.5	-5.7	3.3
O=C(Nc1nc2ccccc2n1CCN1CCCCC1)c1ccco1	-4.6	-3.1	-2.5	1.1	0.5	1.2	16.8	-5.0	-5.3
CCC(=O)Nc1ccc(C(=O)Cn2nc(C(=O)O)c3ccccc3c2=O)cc1	32.6*	15.2	-1.8	1	-3.5	-1.8	6.5	4.5	11.3
COc1nnc(OC)c2ccccc12	2.2	13.7	-1.6	1	-0.2	-8.2	-7.4	-3.1	3.4
COc1cccc(OC)c1OCCCCN1CCCC1	4.1	18.7	-16.5	1	5.8	6.8	3.9	-2.1	8.9
O=C(C1CCC(=O)N1Cc1cccnc1)N1CCN(c2ccc(F)cc2)CC1 (configuration not stated)	2.1	-1.1	-14.0	0.9	1.2	-7.9	0.5	2.4	9.7
COc1cccc(Cn2c(=S)[nH]c3ccc(N4CCOCC4)cc3c2=O)c1	.	14.3	-14.9	0.8	.	.	5.8	-36.6	-2.2

Compound activity from PubChem BioAssay.
